# Screening data as filed in PubChem BioAssay.
# SNCA expr inhib: SNCA gene expression inhibition; HEK-293 SNCA-luciferase knock-in, luminescence, 24 h; AID 1671194; Potency, µM (doses to about 57.2 µM), inactives show top-dose activity change, negative = inhibition, usual class: inhibitors; 140,000 compounds, 0.17% hits;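 note: potency is the fitted concentration of half-maximal effect; plate controls were DMSO cells for no effect and cell-free wells for full effect; nearly all actives have a fitted effect of over 45% in size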
# NIH3T3 tox: kills NIH 3T3 cells | NIH 3T3 viability, CellTiter-Glo ATP luminescence, 48-72 h | Potency, µM (titrated, usually from 96.7 µM), without a hit: at the top dose activity change, negative = cytotoxicity, usual class: inhibitors | 94,000 compounds, 4.3% hits | AID 1345082; note: potency is the fitted concentration of half-maximal effect; nearly all actives have a fitted effect of over 55% in size
#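 Luminescent ATP readout (CellTiter-Glo, 10 min RT) after 48 or 72 hr compound exposure of NIH 3T3 cells seeded at 400 cells/well in 1536-well format; quantitative HTS.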
# HEK293 tox: cytotoxic compounds in HEK 293 cells | HEK 293 viability, ATP luminescence (CellTiter-Glo), 48-72 h | Potency, µM (doses to about 115 µM), inactives show top-dose activity change, negative = cytotoxicity, hits mostly inhibitors | 94,000 compounds, 6.6% hits; note: potency is the fitted concentration of half-maximal effect; nearly all actives have a fitted effect of over 60% in size
#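 HEK 293 seeded at 250 cells/well receive compound via pintool. After 48 or 72 hr at 37 degree Celsius, 5% CO2 and 95% humidity, CellTiter-Glo is dispensed and luminescence read following 10 min at room temperature.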
# HEK293 viab: cell viability loss counter-screen; Potency, µM (series often up to 57.1 µM), inactives show at the highest dose activity change, negative = cytotoxicity, most hits filed as cytotoxic; HEK-293-SNCA-luc viability, GF-AFC fluorescence, 24 h; 150,000 compounds, 0.12% hits;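 note: potency is the fitted concentration of half-maximal effect; 0% = DMSO-treated cells and -100% = medium-only wells without cells; nearly all actives have a fitted effect of over 30% in size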
#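 Cytotoxicity counterscreen: after 24 h compound treatment of genome-edited SNCA-luciferase HEK-293 cells, live-cell protease substrate GF-AFC read by fluorescence after 30 min; activity scaled between DMSO (0%) and medium-only (-100%), curves Hill-fitted.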
# Luciferase inh: inhibitors of firefly (Photinus pyralis) luciferase | P08659 | purified P. pyralis luciferase, luminescence, biochemical | Potency, µM (titrated, usually from 115 µM), inactives show top-dose activity change, negative = inhibition, hits mostly inhibitors | 76,000 compounds, 2.5% hits | AID 1347043; note: potency is the fitted concentration of half-maximal effect; nearly all actives have a fitted effect of over 65% in size
#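 Purified P. pyralis luciferase (10nM final) in 50mM Tris acetate pH 7.5, 10mM Mg acetate, 0.01% Tween-20, 0.05% BSA with 10uM D-luciferin and 10uM ATP. Compounds titrated qHTS. Luminescence imaged on CCD.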
# GPT2 inhibitor: inhibitors of human GPT2 alanine aminotransferase. Recombinant GPT2, coupled pyruvate oxidase/HRP Amplex Red fluorescence. Q8TD30. Potency, µM (series often up to 57.7 µM), inactives show at the top dose activity change, negative = inhibition, most hits filed as inhibitors. 100,000 compounds, 0.25% hits. AID 1671188; note: potency is the fitted concentration of half-maximal effect; nearly all actives have a fitted effect of over 60% in size; many of its hits are not listed in these tables
# Target sequence (Q8TD30 whole entry, looked up): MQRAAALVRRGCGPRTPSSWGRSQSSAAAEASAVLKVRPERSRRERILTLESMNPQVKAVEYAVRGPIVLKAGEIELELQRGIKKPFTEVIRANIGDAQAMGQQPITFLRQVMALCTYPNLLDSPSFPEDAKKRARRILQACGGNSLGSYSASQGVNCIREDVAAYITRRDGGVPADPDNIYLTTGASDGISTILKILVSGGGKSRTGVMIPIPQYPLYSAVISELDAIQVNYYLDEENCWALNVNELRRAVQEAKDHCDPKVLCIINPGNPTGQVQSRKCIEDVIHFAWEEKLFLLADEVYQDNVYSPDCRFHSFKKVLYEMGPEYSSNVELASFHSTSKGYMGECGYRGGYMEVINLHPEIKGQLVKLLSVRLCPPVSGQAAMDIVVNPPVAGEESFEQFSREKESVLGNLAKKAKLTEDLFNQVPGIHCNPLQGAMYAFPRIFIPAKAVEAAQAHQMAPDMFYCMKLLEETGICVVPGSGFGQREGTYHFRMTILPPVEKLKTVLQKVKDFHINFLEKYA
#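 Inhibition is scored from Amplex Red fluorescence generated when pyruvate oxidase and HRP act on pyruvate released by GPT2. Reactions contain 10ng/uL enzyme, 250uM a-KG and 2mM L-alanine and run 30 min at room temperature.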
# IP6K1 inh: inhibitors of human IP6K1; 140,000 compounds, 0.81% hits; IP6K1 kinase, ADP-Glo luminescence, 2 h; stronger effect = lower value; AID 1645851; activity change, % (series mostly up to about 58 µM); in the data active = activity change below about -25%
# Target sequence (Q92551 whole entry, looked up): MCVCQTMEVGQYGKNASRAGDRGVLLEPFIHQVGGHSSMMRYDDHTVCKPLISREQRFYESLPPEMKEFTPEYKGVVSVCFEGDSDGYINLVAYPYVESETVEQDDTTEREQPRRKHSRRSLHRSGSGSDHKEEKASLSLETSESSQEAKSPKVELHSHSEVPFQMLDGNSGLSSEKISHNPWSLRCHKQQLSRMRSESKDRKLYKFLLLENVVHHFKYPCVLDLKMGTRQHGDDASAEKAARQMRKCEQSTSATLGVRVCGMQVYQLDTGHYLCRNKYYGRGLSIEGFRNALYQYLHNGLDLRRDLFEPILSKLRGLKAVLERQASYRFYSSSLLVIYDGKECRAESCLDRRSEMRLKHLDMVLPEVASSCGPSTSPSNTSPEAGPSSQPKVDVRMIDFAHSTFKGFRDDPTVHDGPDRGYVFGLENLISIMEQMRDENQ
#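 ADP-Glo luminescence measures ADP made by human IP6K1 during a 2 h RT reaction with ATP/IP6 (mix at 1.3 mM/130 uM); top library doses 57.5 and 19.1 uM final.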
# * hit, by the source's call; i = inactive; ? = inconclusive; · = not tested or not shown; & = joins results of further samples; ! = not confirmed by another sample; [ ] = another dose, or the depositor's remark. Unless noted, calls come from the whole dose curve; as a rule, active = well fitted curve in the direction sought with a large enough effect; inconclusive = small, poorly fitted or top-dose-only effect, or another doubt; inactive = no such curve, though single readings can be large; an effect the other way counts as inactive or inconclusive. Unless noted, % is set by controls: 0 for no effect and ±100 for the full control effect.
canonical_smiles	SNCA expr inhib	NIH3T3 tox	HEK293 tox	HEK293 viab	Luciferase inh	GPT2 inhibitor	IP6K1 inh
N#Cc1cccc(C(=O)N2CCC(Cc3nc(C4CC4)n[nH]3)C2)c1 (configuration not stated)	-6%	-10%	-15%	-4%	·	-10%	12
Cc1oc(-c2ccccc2)nc1CN1CCCC(C(=O)NCCc2noc(-c3ccccc3)n2)C1 (configuration not stated)	?	?	?	-6%[12.5 µM]	-20%	-7%	2
O=C1CCC2(CNC(=O)c3n[nH]c(=O)c4ccccc34)CCCC=C2N1 (configuration not stated)	-4%	-8%	4%	-4%	4%	i	-13
CCn1ncc(C(=O)N[C@@H]2CN(c3ccccn3)C[C@H]2CN(C)C)c1C	14%	2%	i	-12%	-3%	4%	5
Cc1ccc(Nc2ccnc(N3CCN(C(=O)c4ccccc4C)CC3)n2)cc1	-8%	35µM*	40µM*	5%	·	-3%	9
COc1ccc(CC(=O)N2CCC3(CC2)N(C)C(=O)CS3(=O)=O)cc1Cl	-4%	-7%	i	-7%	1%	-23%	-5
CCCN(CC1CC1)C(=O)CCC[C@H]1NC[C@@H]2C[C@H]1CN(Cc1ccccc1)C2	10%	-21%	?	2%	-4%	2%	0
COc1ccccc1CCC(=O)N1CC(c2noc(-c3ccccc3)n2)C1	0%	-24%	-27%	10%	-3%	i	25
CC(NC(=O)c1ccc(CN2C(=O)NC3(CCOCC3)C2=O)cc1)c1ccccc1 (configuration not stated)	37%[activator]	-4%	-4%	3%	3%	i	20
CC(=O)c1ccc(NC(=O)C2=CC(c3cccs3)=NS(=O)(=O)N2C)cc1	51%[activator]	·	·	-11%	·	·	-5
CC(=O)c1cccc(NS(=O)(=O)c2ccc3[nH]c4c(c3c2)CCCCCC4)c1	?	·	·	-4%	·	·	8
COc1ccc([C@@H]2Sc3ccccc3N(CCN(C)C)C(=O)[C@@H]2OC(C)=O)cc1	1%	·	·	10%	·	1%	5
CC(NCc1ccc2c(c1)n(C)c(=O)n2C)c1ccccc1 (configuration not stated)	29%	·	·	-26%	·	·	5
COc1ccccc1OC1(C(=O)O)CCN(Cc2cnn(C)c2C)CC1	47%[activator]	-7%	-18%	?	-9%	0%[11.5 µM]	-29*
Cc1cc(C)cc(CCC(=O)N2CCC3(CC2)C(C(=O)O)CC(=O)N3C)c1 (configuration not stated)	2%	-11%	2%	7%	-1%	-33%	12
Cc1ccc(CNC(=O)c2ccc3c(c2)c(C)c(C)n3Cc2ccccc2)o1	44%[activator]	·	·	4%	·	·	23
O=C1CC2(CCN(C(=O)C3CCN(C(=O)c4ccc(F)cc4)CC3)CC2)Oc2ccccc2N1	11%	-25%	?	-2%	·	i	18
COc1ccc(Cn2c(C(=O)O)c(CNC3CCCC3)c3ccc(C)cc32)cc1	16%	·	·	0%	·	·	-10
COc1ccc(-c2cnc3n[nH]c(-c4ccc(F)cc4C)c3n2)cc1	27%[87.6 µM]	32µM*	45µM*	-5%[87.6 µM]	-4%[172 µM]	i	22
CC(C)NC(=O)C1c2ccccc2C(=O)N(C2CCCC2)C12CCCC2 (configuration not stated)	10%	-16%	-9%	-1%	-13%	-1%	4
O=C(Cc1ccc(Cl)cc1)NCC(c1cccs1)S(=O)(=O)c1ccccc1 (configuration not stated)	-13%	·	·	-28%	·	·	-9
Cc1ccccc1C(=O)Nc1cccc(C(=O)OCc2cc(=O)n3nc(C4CC4)sc3n2)c1	12%	·	·	5%	·	·	7
CC1CCC2(CC1)OCC(C(=O)NCc1ccccc1F)N2C(=O)c1ccccc1F (configuration not stated)	-20%	-24%	79µM*	-2%	-4%	-9%	-3
O=C(Cc1ccccc1Cl)N1CCC(Cc2nc(-c3ccccc3)no2)CC1	-3%	?	?	11%	3%	?	-7
O=C(NC1CCCCC1)[C@@H]1Cc2nc[nH]c2CN1Cc1ccc(C(F)(F)F)cc1	-12%[87.6 µM]	-28%[174 µM]	?	-3%[87.6 µM]	2%[172 µM]	3%[88.5 µM]	-5
O=C(c1ccccn1)N1CCN(Cc2ccccc2-c2cccnc2)CC1	55%[activator]	-35%	-18%	3%[12.5 µM]	·	-2%	9
COc1ccc(NC(=O)CSC2=Nc3ccccc3C3=NC(Cc4ccccc4)C(=O)N23)cc1 (configuration not stated)	-6%	·	·	?	·	·	-19
O=C(Nc1ccccc1)c1cnc2c(c1)N(C(=O)Cc1ccc(O)cc1)CCC2	7%[87.6 µM]	-17%[138 µM]	?	0%[87.6 µM]	-23%[172 µM]	2%[88.5 µM]	21
O=C1OC[C@@H]2CCN(Cc3ccc(Cl)cc3)Cc3ccc(F)cc3N12	-5%[87.6 µM]	?	?	-21%[87.6 µM]	-3%[172 µM]	i	2
COc1ccc2c3c1CN(Cc1cccc(NC(C)=O)c1)CC3=CC(C)(C)CO2	·	?	-29%	·	·	·	6
Cc1ccc(C(=O)Nc2cc3c(cc2N2CCCC2)n(C)c(=O)c(=O)n3C)cc1	4%	·	·	1%	·	·	-12
O=C1CC2(CCN(Cc3ccc(F)cc3)CC2)Oc2ccccc21	9%[87.6 µM]	?	50µM*	-8%[87.6 µM]	1%[172 µM]	2%[88.5 µM]	15
O=C(c1cncc(N2CCCC(CCc3cccc(F)c3)C2)n1)N1CCCCC1 (configuration not stated)	?	?	?	?	8%	1%	30
COc1cc(NS(=O)(=O)c2cnc(N)nc2)cc(OC)c1	2%	·	·	4%	·	·	0
Cc1ccc(NC(=O)Nc2cn(C)c(=O)c3ccccc23)c(Cl)c1	15%	·	·	1%	·	·	-14
Cc1ccc(C)c(Nc2cc(C(=O)NC3CCCCC3)c3ccccc3n2)c1	20%	·	·	-3%	·	·	-17

# Profiles, looked up by structure. Values in the order: SNCA expr inhib	NIH3T3 tox	HEK293 tox	HEK293 viab	Luciferase inh	GPT2 inhibitor	IP6K1 inh
# Profile of `Cc1ccc(C(=O)Nc2cc3c(cc2N2CCCC2)n(C)c(=O)c(=O)n3C)cc1` = 4%	·	·	1%	·	·	-12
# Profile of `COc1ccccc1OC1(C(=O)O)CCN(Cc2cnn(C)c2C)CC1` = 47%[activator]	-7%	-18%	?	-9%	0%[11.5 µM]	-29*
# Profile of `COc1ccc(Cn2c(C(=O)O)c(CNC3CCCC3)c3ccc(C)cc32)cc1` = 16%	·	·	0%	·	·	-10
# Profile of `O=C1CCC2(CNC(=O)c3n[nH]c(=O)c4ccccc34)CCCC=C2N1` (configuration not stated) = -4%	-8%	4%	-4%	4%	i	-13

# Other compounds.
canonical_smiles	SNCA expr inhib	NIH3T3 tox	HEK293 tox	HEK293 viab	Luciferase inh	GPT2 inhibitor	IP6K1 inh
CCn1ccc2cc(S(=O)(=O)N3CCCN(C(=O)Nc4cccc(SC)c4)CC3)ccc21	40%[activator]	·	·	5%	·	·	21
C[S+](=O)([O-])c1ccc(-c2nnc3ccc(C(=O)NCc4ccccn4)cn23)cc1	2%	-3%	5%	16%	·	i	-3
CCOc1cc(=O)n2c(c1C(=O)NCc1ccc(C)o1)CCCCC2	-12%	i	-12%	7%	-2%	i	6
O=C(NCCc1ccc(F)cc1)C1CCCN(Cc2cccc(-c3cccs3)c2)C1 (configuration not stated)	·	?	28µM*!	·	·	·	0&10
CNC1CCc2nn(C)c(=O)n2CC1 (configuration not stated)	-9%	i	-5%	6%	2%	i	-12
Cc1cc(CN2CCC3(CC2)CN(c2ncccn2)CC3CO)n(C)n1 (configuration not stated)	-10%	-13%	-9%	0%	-5%	1%	11
CCOC(=O)c1cccc(NC(=O)N2CC(CC)Oc3ccccc32)c1 (configuration not stated)	12%	·	·	-14%	·	·	9
COCC1CN(C)CC12CCN(C(=O)CCc1ccc(OC)cc1)CC2 (configuration not stated)	-2%	-8%	?	-7%	-2%	i	10
Cc1cc(C)c(S(=O)(=O)N2CCn3c(nn(CC4CC4)c3=O)C2)cc1C	?	-30%	?	-5%	6%	-16%	-3
CC(C)c1nc2c(c(-c3ccc(O)cc3)n1)CN(C(=O)C1CC1)CC2	-8%[87.6 µM]	?	?	-13%[87.6 µM]	2%[172 µM]	-10%[88.5 µM]	-9
Cc1ccc(S(=O)(=O)c2nnn3c2nc(N2CCCCC2)c2ccccc23)cc1	-20%	-27%	-15%	2%	·	-21%	32
Cc1ccccc1OCCn1cc(C(=O)c2ccco2)c2ccccc21	-2%	·	·	-2%	·	·	-13
COCCOCc1nc(C2CCCN2C(=O)NCc2ccc(OC)cc2)no1 (configuration not stated)	?	i	i	10%	·	-6%	-13
CCc1cccc(-n2nnc(-c3nc(-c4ccccc4Cl)no3)c2N)c1	10%	·	·	2%	·	·	16
Cc1ccc(CNC(=O)CCCCCn2c(=O)[nH]c3ccccc3c2=O)cc1	23%	·	·	11%	·	·	21
COc1ccc(Cc2nc3nccc(-c4ccc(F)cc4OC)n3n2)cc1	7%	?	?	8%	0%	-12%	-8
COc1ccc(N2CCN(C(=O)CCc3c(C)nc4cc(-c5ccc(OC)cc5OC)nn4c3C)CC2)cc1	-1%	·	·	-6%	·	·	-23
Cc1nnnn1-c1cccc(-c2nc(Cc3cccs3)nn2CCO)c1	-23%	0%	-24%	-17%	-3%	-4%	6
CCOc1ccc(CCNC(=O)c2nc(-c3cccc(F)c3)n3c2CCCCC3)cc1OCC	?	·	·	?	·	·	-7
CCCNC(=O)c1cnn2c(C(F)F)cc(-c3ccccc3)nc12	-5%	·	·	-4%	·	·	0
COc1ccc(Br)cc1CNC(=O)c1ccc2c(c1)N(Cc1ccc(C)cc1)CCS2	4%	·	·	-7%	·	·	9
COCCOc1ccc2c(n1)CCN(C(=O)c1ccc(C(C)C)cc1)C2	69%[activator]	?	?	-10%[12.5 µM]	16µM*	-9%	14
Cc1cc(=O)n(CC(=O)NCc2ccccc2Br)c(N(C)Cc2ccccc2)n1	-21%	?	?	-11%	0%	i	2
Cn1cccc1C(=O)N1CCC2(CC1)CN(C1CCC1)CC2CO (configuration not stated)	-29%	-15%	-20%	3%	0%	i	-12
CC(C)(C)n1ccc(C(=O)N2CCN(c3cccc(Cl)c3)C(=O)C2)c1	17%	-9%	?	9%	?	-2%	-3
CCOc1cc(C2CC(=O)Nc3c2c(=O)nc(SCc2cccc(Cl)c2)n3C)ccc1O (configuration not stated)	1%	·	·	10%	·	·	8
Cc1ccc(OCC(=O)N2CCC(CCOc3ccc(F)cc3)C2)cc1 (configuration not stated)	-20%	?	?	-1%	-16%	-6%	4
CNC(=O)[C@@H]1C[C@H](n2cc(CNS(=O)(=O)c3cc(C)ccc3F)nn2)CN1	?	1%	2%	?	9%	-5%	-8
